p47phox inh = p47phox/p22phox peptide binding inhibitors, primary screen, biochemical, uHTS, NADPH oxidase regulatory subunit | Neutrophil cytosol factor 1 (Homo sapiens), P14598 | fluorescence polarization, 2 h | inhibition, % at 24.7 µM | 220,000 tested, 0.53% active;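 further: 0% = p47phox with labelled peptide and 100% = labelled peptide alone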
14-3-3 Bad inh = inhibitors of 14-3-3 zeta/Bad binding, primary screen, biochemical, TR-FRET, bovine 14-3-3 zeta. TR-FRET 14-3-3zeta/Dy647-pBad peptide displacement, 1 h. inhibition, % at 21.7 µM. 220,000 tested, 0.71% active;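 active means inhibition above about 70%, limit read from the data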;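 further: 0% = full 14-3-3 plus peptide FRET controls and 100% = background without 14-3-3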
Cl transport mod = KCC2 cotransporter modulators, thallium flux, primary screen, cell-based, HEK293 KCC2, FluoZin-2 fluorescence, MLSMR; AID 1456, 2008; B-score of Tl+ flux slope (higher = more flux/activation; lower = inhibition) at 10 µM; KCC2 cells, thallium flux FluoZin-2 fluorescence; 190,000 tested, 2.2% active;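 active means thallium flux slope and its plate-corrected score both differing from the plate sample mean at a set confidence after two filtering rounds, in either direction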;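 further: slope of fluorescence scaled to starting intensity during 10 to 20 s after thallium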
Thrombin inh = human alpha-thrombin inhibitors, primary screen, counter-screen for coagulation protease inhibitor project, biochemical, 1536-well, fluorogenic AMC substrate | Boc-VPR-AMC fluorogenic substrate cleavage | Prothrombin (Homo sapiens), P00734 | 220,000 tested, 0.26% active | inhibition, % at 5 µM;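 active means inhibition at or above 40%; inactive means inhibition below 40%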;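 further: 0% = enzyme with no compound and 100% = wells without enzyme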
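Material: human alpha-thrombin protein. Incubation: reaction at ambient temperature. Technique: fluorescence of released AMC, ex 355 nm, em 460 nm. Control set: no-compound enzyme wells and no-enzyme blanks. Also added: Boc-VPR-AMC substrate, 15 µM final. Buffer or medium: pH 7.5 Tris (50 mM) with NaCl 150 mM, Tween 20 0.05%.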
eIF4E-4G inh = eIF4E–eIF4G protein interaction inhibitors, primary screen, biochemical, uHTS, TR-FRET, eIF4GI fragment. TR-FRET eIF4E-eIF4GI(517-606) binding, 2 h. 220,000 tested, 0.37% active. AID 782, 2007. inhibition, % at 21.7 µM;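 further: 0% = full FRET control wells and 100% = background wells lacking eIF4GI fragment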
Furin inh = human furin inhibitors, primary screen, biochemical, fluorescence intensity | P09958 | purified furin, fluorogenic substrate cleavage | inhibition, % at 30 µM | 220,000 tested, 0.061% active | AID 463115, 2010; in the data active means inhibition above about 25%; further: inactives centre near -15
Target sequence (P09958 108-714 limits assumed): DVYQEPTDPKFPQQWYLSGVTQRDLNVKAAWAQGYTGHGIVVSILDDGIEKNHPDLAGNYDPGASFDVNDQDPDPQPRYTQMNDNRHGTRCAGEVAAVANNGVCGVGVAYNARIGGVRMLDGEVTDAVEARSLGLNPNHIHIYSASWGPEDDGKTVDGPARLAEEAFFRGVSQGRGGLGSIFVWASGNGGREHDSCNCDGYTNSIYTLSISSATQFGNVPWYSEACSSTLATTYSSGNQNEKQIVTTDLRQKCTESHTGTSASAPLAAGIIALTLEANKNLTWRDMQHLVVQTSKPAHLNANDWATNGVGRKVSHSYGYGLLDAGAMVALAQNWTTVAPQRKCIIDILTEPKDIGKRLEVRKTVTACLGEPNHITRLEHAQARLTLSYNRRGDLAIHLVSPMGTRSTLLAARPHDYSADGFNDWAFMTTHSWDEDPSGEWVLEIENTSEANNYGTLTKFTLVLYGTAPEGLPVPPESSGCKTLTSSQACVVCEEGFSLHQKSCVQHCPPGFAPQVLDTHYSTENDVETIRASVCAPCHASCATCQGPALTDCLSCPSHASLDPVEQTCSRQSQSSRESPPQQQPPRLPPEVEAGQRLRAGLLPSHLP
Rad51 HR inh = human RAD51 strand exchange inhibitors, primary screen, biochemical, fluorescence | DNA repair protein RAD51 homolog 1 (Homo sapiens), Q06609 | hRad51 DNA strand exchange, fluorescence dequenching | inhibition, % at 10 µM | 200,000 tested, 0.085% active;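 active means inhibition above 40% at the single screening dose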;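 further: 0% = DMSO control wells and 100% = blanks with heterologous ssDNA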
Target sequence (Q06609 whole entry, looked up): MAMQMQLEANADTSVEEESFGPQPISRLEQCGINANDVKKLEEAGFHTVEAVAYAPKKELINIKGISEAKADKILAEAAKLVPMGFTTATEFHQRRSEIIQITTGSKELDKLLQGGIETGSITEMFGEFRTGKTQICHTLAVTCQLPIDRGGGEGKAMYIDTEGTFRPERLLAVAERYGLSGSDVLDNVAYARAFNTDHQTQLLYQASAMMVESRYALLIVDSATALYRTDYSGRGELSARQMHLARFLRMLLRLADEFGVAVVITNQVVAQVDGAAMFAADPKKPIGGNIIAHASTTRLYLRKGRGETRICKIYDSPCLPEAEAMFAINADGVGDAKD
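Material: hRad51 filaments on single-stranded DNA; Reagent: Donor/quencher-labelled 47-bp dsDNA substrate; Compound: 10 µM final, single point; Schedule: 37 °C 15-min filament assembly, 30-min compound preincubation, 15-min exchange; Technique: FRET fluorescence, excitation 485 nm, emission 520 nm; Benchmarks: control wells and blank wells on each plate.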
KLK5 inh = human KLK5 protease inhibitors, primary screen, biochemical, 1536-well; recombinant hK5, fluorogenic AMC substrate cleavage; inhibition, % at 5 µM; 210,000 tested, 0.59% active;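 active means inhibition of 40% or more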;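 further: 0% = enzyme controls without compound and 100% = no-enzyme blanks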
EBV gp42 inh = Epstein-Barr virus gp42 inhibitors, primary screen, biochemical, uHTS, fluorescence polarization; Fluorescence polarization binding assay, mP read-out; inhibition, % (tested at 21.74 µM); 220,000 tested, 0.42% active; in the data active means inhibition above about 50%
Starred values were filed as active, the others as inactive; i = inactive; nt = not tested or not shown; [ ] = another dose, or the depositor's remark.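 How the source made its calls, unless noted: active means inhibition above about 30% (limit read from the data); inactive means the rest.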

SMILES	p47phox inh	14-3-3 Bad inh	Cl transport mod	Thrombin inh	eIF4E-4G inh	Furin inh	Rad51 HR inh	KLK5 inh	EBV gp42 inh
Cc1cc2oc(C(=O)Nc3ccc(S(N)(=O)=O)cc3)c(C)c2cc1Cl	0	-6	nt	12	3	-35	-3	4	-14
Cc1ccc2oc(-c3cccc(N)c3)nc2c1	-5	1	-0.79	-5	8	-1	nt	nt	2
CCOC(=O)c1nnn(-c2nonc2N)c1-c1ccc(F)cc1	-5	1	0.083	-4	-6	-18	5	-6	-17
COc1cc(C(=O)NC(=S)Nc2ccc(Cl)c(C(=O)O)c2)cc(OC)c1OC	-5	2	-1	-6	6[fluorescence artefact?]	-18	-4	6	-2
CCCSc1nsc(NC(=O)C(c2ccccc2)c2ccccc2)n1	-45	-4[fluorescence artefact?]	-0.00068	-1	-1	-15[20 µM]	-4	-11	-31
CC(=O)[C@@H]1[C@@H](C(=O)c2ccccc2)[C@]2(C(=O)Nc3ccccc32)[C@H]2C=Cc3cc(F)ccc3N12	-17	-7[fluorescence artefact?]	-0.86	-3	4	-26	nt	-26	-2
CCNS(=O)(=O)c1ccc(NC(=O)c2ccccc2)cc1	-2	10	-0.012	-7	0	-8[20 µM]	-7	-12	-8
COc1ccc(NC(=O)c2cc3cc(OC)ccc3oc2=N)cc1	-5	4	-0.34	4	-3	-30	-5	-9	-16
CC[n+]1c(/C=C2/C=C(C)CC(C)(C)C2)sc2ccc(OC)cc21	-117	23[fluorescence artefact?]	-3.1	3	5	-8	-14	1	-17
CS(=O)(=O)N(CC(=O)Nc1ccccc1Sc1ccccc1)c1ccc(F)cc1	-16	-3	0.016	-3	13	-15	-1	-24	7
O=C(Nc1ccc(OC(F)F)c(Cl)c1)Nc1ccc2c(c1)OCO2	7	5	0.67	-10	-1	-6[20 µM]	-7	-10	-7
O=C(NCCc1c[nH]c2ccccc12)C(=O)NCC(c1ccco1)N1CCN(c2ccccc2)CC1 (centres undefined)	1	-11[fluorescence artefact?]	1.7	-12	13[fluorescence artefact?]	-10	-2	-19	-9
OC1(CC#CCN2CCCCC2)c2ccccc2-c2ccccc21	-2	1	-1.3	-2	-2	-3	-2	-1	-5
Cc1cc2c(nn1)CCc1c-2no[n+]1[O-]	-11	-9	-0.62	-8	1	-21	nt	1	-10
Cc1cccc(OCC(=O)NC2CCCc3ccccc32)c1C (centres undefined)	-12	-3	-0.18	-6	2[fluorescence artefact?]	-1	-6	-15	-4
CC1(C)CC(=O)C2=C(C1)Nc1nc(SCCN3CCOCC3)[nH]c(=O)c1C2c1cccs1 (centres undefined)	-16	-7	nt	3	-2	-7[20 µM]	-2	-17	-4
CCCCOC(=O)Nc1nc2ccccc2s1	4	7	0.44	4	0	-10[20 µM]	-12	1	-3
Cc1nn(CC(=O)NCCN2CCOCC2)c(C)c1[N+](=O)[O-]	4	-3	-1	-5	-1	-2[20 µM]	6	-7	-5
CCc1sc(N(C(=O)Cc2ccccc2)c2ccc(F)cc2)nc1-c1ccccc1	-2	13[fluorescence artefact?]	0.81	-5	3	-12[20 µM]	-7	-2	-3
CC(=O)c1sc(NC(=O)c2ccccc2F)nc1-c1ccccc1	-6	-2	-1.9	-21	-1	-27	-5	0	-9
Cc1cc(NS(=O)(=O)c2ccc(NC(=S)NC(=O)c3ccccc3)cc2)no1	-15	-1[fluorescence artefact?]	0.043	2	8	0	2	-17	1
Cc1cc2oc(=O)cc(CN3CCCCC3C)c2c(C)c1Cl (centres undefined)	-22	-3	nt	-10	-2	-19	-6	-13	-6
COc1ccc(S(=O)(=O)n2cnc3cc(C)c(C)cc32)cc1C	-12	8	-0.3	0	2	-17	4	4	-12
CC(C)c1ccc(C2CC(=O)N3CN(C)CSC3=C2C#N)cc1 (centres undefined)	-17	-4	nt	-2	2	-26	8	10	-25
CC(C)CC(=O)Nc1nc2c(c(=O)[nH]1)CCCC2	-2	1	0.1	22	-2	-10[20 µM]	0	28	-19
COc1cc([N+](=O)[O-])cc(/C=N/NC(=O)Cn2nccc2C)c1O	-11	-5	-0.3	0	0	-15	nt	-30	-11
Cc1c(NC(=O)CSc2nnc3c4ccccc4n(CCc4ccccc4)c3n2)c(=O)n(-c2ccccc2)n1C	-11	-14	-0.33	-1	0	-6	-8	-11	-10
C=CCOc1ccc(Cl)cc1CNC1CCCC1	-17	-5	-0.73	0	-4	-32	3	0	-11
O=C(O)c1[nH]c2ccc(Cl)cc2c1CC(=O)N1CCN(C(=O)c2ccco2)CC1	-36	-10	1.3	-11	-2	-12[20 µM]	-3	-6	-16
O=C(N/N=C/c1ccccn1)c1ccc(NC(=O)c2cccc([N+](=O)[O-])c2)cc1	2	-20	nt	-9	-7	-24	1	-7	-11
CC1CCN(CCCNC(=O)C2CCC(=O)N2C2CCCC2)CC1 (centres undefined)	-8	4[fluorescence artefact?]	nt	-3	3[fluorescence artefact?]	-7	-6	1	-6
CCOC(=O)N1CCN(C(=O)C2CCN(S(=O)(=O)N(CC)CC)CC2)CC1	9	4	0.93	3	1	-18	4	4	-3
Cc1cc(C(F)(F)F)n2ncc(-c3ccc(F)cc3)c2n1	-10	4	-0.0045	-10	-3	-18[20 µM]	-5	-12	-14
CCOC(=O)N1CCC(c2cc(=O)n3[nH]cc(C(=O)OC)c3n2)CC1	-5	0[fluorescence artefact?]	-1.1	14	1[fluorescence artefact?]	-20	-4	39	-4
COC(=O)c1nnn(CC(=O)Nc2cccc(OC)c2)c1C(=O)OC	-8	7	nt	4	0	-10[20 µM]	-2	-1	-19
COc1ccccc1S(=O)(=O)Cc1ccc(C(=O)NCc2ccc3c(c2)OCO3)o1	-19	3	-0.44	-6	-7	-13	-6	-16	-4
COc1ccccc1C(=O)NNC1CC(=O)N(c2ccc3c(c2)OCCO3)C1=O (centres undefined)	-1	10	-0.44	-6	1	-5	-11	13	5
O=C(CSc1nnc(-c2ccc(O)cc2)o1)N1CCOCC1	-5	-2	0.96	10	-6	-19	0	13	-15
CC/C(=N\NS(C)(=O)=O)c1ccccc1	-10	10[fluorescence artefact?]	nt	4	0[fluorescence artefact?]	-24[20 µM]	3	11	-18
c1ccc(Cc2nn3c(Cn4nnc5ccccc54)nnc3s2)cc1	-6	21	-1.6	-4	29	-29	nt	-24	-30
Cc1ccnc(N2CCC(C(=O)Nc3cccc(C(F)(F)F)c3)CC2)n1	-6	-2	-1.6	2	1	-18	6	-6	-13
O=C(OCC(=O)N1CCN(C(=O)c2ccco2)CC1)c1cc(-c2ccccc2)nc2ccccc12	-21	10[fluorescence artefact?]	-1.8	-9	2[fluorescence artefact?]	0	0	-5	-6
Cc1nn(C)c(C)c1S(=O)(=O)N(CC(=O)NC1CCCCCC1)c1ccc(C(C)C)cc1	-8	-3[fluorescence artefact?]	nt	-1	-5	-24	7	6	-3
O=C(C1=C(O)C(=O)N(c2nccs2)C1c1ccccc1)c1cc2ccccc2o1 (centres undefined)	-76	53	i	0	7	-26	i	2	157*
COc1ccc2c(c1)CCC1=C2NC(=S)NC1c1ccc(N(C)C)cc1 (centres undefined)	-31	-4	0.28	1	2	4	-25	7	-22
Cc1ccc(NC(=O)c2cc(S(=O)(=O)NCCC3=CCCCC3)ccc2F)cc1	-18	-7	-0.03	0	3	-19	nt	-20	6
O=C(c1ccccc1)c1cnc2ccc(Cl)cc2c1N1CCOCC1	-5	-8	-0.2	-4	-1	-29	6	-5	-4
Cc1ccc(C(=O)Nc2ccccc2)cc1S(=O)(=O)Nc1ccc(Cl)cn1	-12	2	-1.5	0	1	-30	6	3	-3
Cc1ccc(NC(=O)c2ccc([N+](=O)[O-])cc2)cc1S(=O)(=O)N(C)C	0	-10	nt	-2	3	-11	19	6	-11
COc1cccc(/C=N/NC(=O)CCc2c(C)n[nH]c2C)c1	0	20	-0.56	-1	-3	-27[20 µM]	-9	-1	-2
COc1ccc(-c2oc(NC(=O)CSc3ncn[nH]3)c(C#N)c2-c2ccc(OC)cc2)cc1	-22	-21[fluorescence artefact?]	0.02	1	-6	-17[20 µM]	5	-186	13
CC(CN1CCCC1)C(=O)NN (centres undefined)	-5	3	-0.74	21	-3	-19	-10	23	4
Cc1ccc(CC(=O)Nc2ccccc2N2CCOCC2)cc1C	-25	-6[fluorescence artefact?]	-0.35	0	-7	-25[20 µM]	-1	0	-31
CCOC(=O)c1nnc(-c2ccccc2)nc1NCc1ccccc1	4	-3	-0.62	-2	-1[fluorescence artefact?]	-11[20 µM]	0	1	-6
CCc1c(C)nc2cc(-c3cc(OC)cc(OC)c3)nn2c1N1CCN(CCN2CCOCC2)CC1	-4	0	-0.2	5	-9	-10[20 µM]	-4	12	-7
COc1ccc(Cc2c(Cl)ncnc2Cl)cc1	-4	2[fluorescence artefact?]	0.66	-2	3	-25	9	-1	-8
O=C(Nc1cccc(S(=O)(=O)C(F)F)c1)c1ccc(Cl)c(S(=O)(=O)N2CCOCC2)c1	-11	-10	0.028	-11	-8	2	-4	0	3
CCc1ccc(-c2nc(CN3CCC(C(=O)NCc4ccco4)CC3)c(C)o2)cc1	-5	-3	-0.29	-4	-1	-24	-42	-10	-3
CC1(C)C(C#N)=C(N)Oc2c1c(=O)oc1ccccc21	-8	7	0.44	4	-2	-16	-10	12	-22
CCn1c2ccccc2c2cc(NC(=O)CSc3nnc(-c4ccccc4OC)n3N)ccc21	-32	-3	-0.42	-1	-21	-13	2	-3	-2

(next part)
SMILES	p47phox inh	14-3-3 Bad inh	Cl transport mod	Thrombin inh	eIF4E-4G inh	Furin inh	Rad51 HR inh	KLK5 inh	EBV gp42 inh
CCCCC(=O)OCCNC(=O)c1cc2ccccc2oc1=O	-2	15	-0.62	-3	4	-30	5	-4	-10
COc1ccccc1NC(=O)CCN1CC(C)OC(C)C1 (centres undefined)	-7	23[fluorescence artefact?]	0.22	-5	0	-12[20 µM]	8	-12	1
COc1ccccc1NC(=O)C1=C(C)NC(SCC(=O)Nc2ccc(C(=O)O)cc2)=C(C#N)C1c1cccs1 (centres undefined)	-6	-1	0.0056	-10	-3	-27	3	-5	5
O=C(CCC1CCCCC1)Nc1ncn[nH]1	-6	-9	nt	-1	-7	-15[20 µM]	-6	-22	-13
